FXIa inh 1536: human FXIa protease inhibitors, primary screen, biochemical, 1536-well; purified FXIa, Boc-Glu-Ala-Arg-AMC fluorogenic substrate; inhibition, % at 5 µM; actives 0.14% (n = 220,000); AID 798, 2007;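 active = inhibition of at least 40%; inactive = inhibition below 40%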;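 note: fluorescence of freed AMC excited at 355 nm; 0% = enzyme without compound and 100% = no enzyme blank; many of its hits are not listed in these tables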
Thrombin inh: human alpha-thrombin inhibitors, primary screen, counter-screen for coagulation protease inhibitor project, biochemical, 1536-well, fluorogenic AMC substrate; inhibition, % at 5 µM; Boc-VPR-AMC fluorogenic substrate cleavage; Prothrombin (Homo sapiens), P00734; AID 1046, 2008; actives 0.26% (n = 220,000);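 active = inhibition at or above 40%; inactive = inhibition below 40%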;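 note: 0% = enzyme with no compound and 100% = wells without enzyme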
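Material: human alpha-thrombin protein; Also added: Boc-VPR-AMC substrate, 15 µM final; Timing: enzyme reaction carried out at room temperature; Signal: fluorescence, ex 355 nm, em 460 nm; Measure: % inhibition of thrombin; Controls: enzyme without compound as high, wells lacking enzyme as low.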
Rad51 HR inh: human RAD51 strand exchange inhibitors, primary screen, biochemical, fluorescence | DNA repair protein RAD51 homolog 1 (Homo sapiens), Q06609 | hRad51 DNA strand exchange, fluorescence dequenching | AID 1385, 2008 | inhibition, % at 10 µM | actives 0.085% (n = 200,000);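 active = inhibition above 40% at the single screening dose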;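 note: 0% = DMSO control wells and 100% = blanks with heterologous ssDNA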
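System: hRad51 filaments on single-stranded DNA; reagent: Fluorescein- and BHQ1-tagged 47-mer duplex; compound dosing: one concentration, 10 µM final; timing: filaments 15 min 37 °C, then compound 30 min; measured by: fluorescein emission 520 nm, excitation 485 nm; benchmarks: per-plate controls and blanks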
hK5 inh: human KLK5 protease inhibitors, primary screen, biochemical, 1536-well; recombinant hK5, fluorogenic AMC substrate cleavage; inhibition, % at 5 µM; actives 0.59% (n = 210,000);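 active = inhibition of 40% or more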;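 note: 0% = enzyme controls without compound and 100% = no-enzyme blanks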
Target sequence (Q9Y337 67-293 limits assumed): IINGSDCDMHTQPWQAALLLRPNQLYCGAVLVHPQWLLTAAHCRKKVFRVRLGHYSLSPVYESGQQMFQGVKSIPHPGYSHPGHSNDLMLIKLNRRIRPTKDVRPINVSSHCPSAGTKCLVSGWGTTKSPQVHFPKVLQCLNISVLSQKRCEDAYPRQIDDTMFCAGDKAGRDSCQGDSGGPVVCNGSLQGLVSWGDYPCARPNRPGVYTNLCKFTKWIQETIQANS
Furin inhibitor: human furin inhibitors, primary screen, biochemical, fluorescence intensity; P09958; purified furin, fluorogenic substrate cleavage; inhibition, % at 30 µM; actives 0.061% (n = 220,000); in the data active = inhibition above about 25%; note: inactives centre near -15
PERK inh: block of dimerizer-induced PERK translation repression, primary screen, PERK inhibitor project, CHO PERK-DD cells, SEAP luminescence, HTS | CHO PERK-DD fusion, SEAP luminescence translation reporter | inhibition, % at 5.6 µM | actives 0.17% (n = 220,000);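 active = inhibition above the mean inhibition of all tested compounds plus 3 SD, set separately per screening campaign, cut at about 2.9% in these data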;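 note: PERK kinase domain activated by AP20187 dimerizer at 100 nM; 0% = DMSO with dimerizer and 100% = rapamycin at 8.4 µM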
FXIIa inh: human FXIIa protease inhibitors, primary screen, biochemical, 1536-well. Coagulation factor XII (Homo sapiens), P00748. purified FXIIa, Boc-QGR-AMC fluorogenic substrate, 2 h. inhibition, % at 5 µM. actives 0.3% (n = 220,000). AID 800, 2007; in the data active = inhibition above about 40%;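 note: 0% = enzyme with no compound and 100% = blank without enzyme; many of its hits are not listed in these tables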
Target sequence (P00748 20-372 limits assumed): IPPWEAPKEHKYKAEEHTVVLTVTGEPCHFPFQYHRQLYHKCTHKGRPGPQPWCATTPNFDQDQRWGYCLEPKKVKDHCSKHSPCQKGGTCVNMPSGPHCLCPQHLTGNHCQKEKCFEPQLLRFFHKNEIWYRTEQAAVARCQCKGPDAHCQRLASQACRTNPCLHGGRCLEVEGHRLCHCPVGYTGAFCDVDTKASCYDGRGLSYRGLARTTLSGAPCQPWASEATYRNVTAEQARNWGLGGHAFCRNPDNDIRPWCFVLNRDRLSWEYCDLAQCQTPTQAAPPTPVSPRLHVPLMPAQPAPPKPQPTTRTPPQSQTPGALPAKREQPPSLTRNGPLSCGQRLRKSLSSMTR
Target sequence (P00748 373-615 limits assumed): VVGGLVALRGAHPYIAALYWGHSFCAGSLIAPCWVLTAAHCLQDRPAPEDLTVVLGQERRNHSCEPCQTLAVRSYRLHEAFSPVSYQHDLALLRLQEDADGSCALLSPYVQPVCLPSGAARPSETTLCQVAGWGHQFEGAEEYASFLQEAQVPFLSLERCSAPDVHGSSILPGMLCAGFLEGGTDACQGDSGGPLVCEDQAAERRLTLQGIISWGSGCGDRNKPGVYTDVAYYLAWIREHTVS
Calpain2 inh: inhibitors of pig calpain II, primary screen, biochemical, fluorogenic peptide substrate, 1536-well. purified calpain II, 30 min. inhibition, % at 16 µM. actives 0.37% (n = 220,000);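 active = inhibition above about 50%, limit read from the data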
KCC2 mod: KCC2 cotransporter modulators, thallium flux, primary screen, cell-based, HEK293 KCC2, FluoZin-2 fluorescence, MLSMR; Solute carrier family 12 member 5 (Homo sapiens), Q9H2X9; KCC2 cells, thallium flux FluoZin-2 fluorescence; B-score of Tl+ flux slope (higher = more flux/activation; lower = inhibition) at 10 µM; actives 2.2% (n = 190,000); AID 1456, 2008;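 active = thallium flux slope and its plate-corrected score both differing from the plate sample mean at a set confidence after two filtering rounds, in either direction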;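 note: slope of fluorescence scaled to starting intensity during 10 to 20 s after thallium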
* marks the source's active call; other numbers are inactive results; x = no result given; [ ] = another dose, or the depositor's remark. This is a subset; count on the stated rates, not on these rows.

SMILES	FXIa inh 1536	Thrombin inh	Rad51 HR inh	hK5 inh	Furin inhibitor	PERK inh	FXIIa inh	Calpain2 inh	KCC2 mod
O=C(COc1cccc(C(F)(F)F)c1)N1CCN(c2ccc(O)cc2)CC1	2	x	-2	-2	-10	1.1	6	-9	-1.2
CCOC(=O)N1CCC(NC(=O)CN2C(=O)CSc3nc(C)cc(C)c32)CC1	-9	1	x	-10	-13	-0.9	5	4	-0.17
COc1ccccc1N1CCN(C(=O)/C=C/c2cccc([N+](=O)[O-])c2)CC1	-3	1	11	-2	-7	2.4	4	12	-0.44
CCCCN(CC)Cc1c(O)ccc2c(-c3ccccc3)cc(=O)oc12	1	-1	6	-1	-13	-0.6	8	-99	0.57
CC(C)OP(=O)(OC(C)C)C(Nc1ccccc1)c1cccc2c1OCO2 (stereo not drawn)	6	-13	10	-7	-16	0.3	9	-2	0.31
CN(C)c1ccc(C(=O)Nc2ccc(O)c3c(=O)cc(-c4ccccc4Cl)oc23)cc1	-2	-1	-2	1	-22	x	8	-24	-0.04
COC(=O)c1ccccc1NC(=O)c1ccccc1OC	1	-1	x	-14	-9	-0.4	16	16	x
Cc1cc(Cl)ccc1Oc1ncc(CN2CCN(c3ccccc3)CC2)s1	-2	1	6	3	-11[20 µM]	-0.5	13	-14	0.47
NC(=O)C1(N2CCCCC2)CCN(C(=S)Nc2ccc(F)cc2)CC1	6	-4	5	6	-27	1.4	17	-8	1
CC(=O)c1sc2nsc(SCCN3CCOCC3)c2c1N	6	-2	0	6	-22	1.6	4	-9	-2
O=C(N/N=C/c1c(Cl)[nH]c2ccccc12)c1ccc2c(c1)OCCO2	-14	-4	-1	28	7	-0.2	5	-13	-1.9
CN1CCN(Cc2c(C#N)c3ccccc3n2C)CC1	4	-1	-4	3	-19	-0.9	4	-7	0.32
COc1ccc(S(=O)(=O)N(C)CC(=O)N2CCCCCC2)cc1OC	-9	-8	1	-18	-9[20 µM]	-0.8	-6	-5	1.1
O=C(/C=C/c1cccc(Cl)c1)NCc1ccccc1	-6	-15	5	-8	-10	0.0	4	25	-0.73
N#CCCN(C(=O)CSc1ccc2c(c1)OCCO2)c1ccccc1	-2	-7	3	-15	-25	0.1	-16	-20	0.39
Oc1ccc(/C=N/NC(=S)Nc2cccnc2)c(O)c1	-2	-7	0	-76	-1	0.4	6	-25	-0.96
CCN(CC(=O)Nc1ccccc1OC)CC(=O)Nc1ccccc1-c1ccccc1	-5	-5	x	x	-9	-0.5	0	7	-0.027
Cc1[nH]c(=S)[nH]c(=O)c1CCC1OCCO1	4	1	10	3	-9	1.4	10	1	0.12
CCSc1nc(C)cc(C)c1S(=O)(=O)c1ccccc1C	-10	-20	-13	-6	-10[20 µM]	1.6	7	-6	x
O=C(COC(=O)c1ccc2c(c1)OCO2)Nc1ncc(Cl)cc1Cl	-3	-6	-6	-11	-12	0.4	9	6	0.63
Cc1ccc(/C=N\NC(=O)c2csnn2)cc1	7	6	20	-3	-17[20 µM]	1.1	16	-2	0.5
COc1ccc(/C=C/C(=O)Nc2sc(Cc3ccccc3)c(C)c2C(N)=O)cc1	3	-2	-3	-15	3	1.1	11	-195	-0.02
CC(C)S(=O)(=O)c1csc(NC(=O)Nc2ccc(Cl)cc2)c1Cl	-2	3	-3	-2	-19	1.6	6	5	1.2
O=C(c1ccc(OC2CCN(Cc3ccccn3)CC2)cc1)N1CCCC(O)C1 (stereo not drawn)	3	4	x	x	-20	0.9	11	-33	0.59
O=C(CC1Nc2ccccc2NC1=O)NC1CCCCC1 (stereo not drawn)	-22	-5	x	-40	-26	1.4	-22	x	-0.22

Single records, from the list above. Values in the order: FXIa inh 1536	Thrombin inh	Rad51 HR inh	hK5 inh	Furin inhibitor	PERK inh	FXIIa inh	Calpain2 inh	KCC2 mod
O=C(COC(=O)c1ccc2c(c1)OCO2)Nc1ncc(Cl)cc1Cl in the list: -3	-6	-6	-11	-12	0.4	9	6	0.63
CC(C)OP(=O)(OC(C)C)C(Nc1ccccc1)c1cccc2c1OCO2 (stereo not drawn) in the list: 6	-13	10	-7	-16	0.3	9	-2	0.31
NC(=O)C1(N2CCCCC2)CCN(C(=S)Nc2ccc(F)cc2)CC1 in the list: 6	-4	5	6	-27	1.4	17	-8	1

Quoted from the listing:
`COC(=O)c1ccccc1NC(=O)c1ccccc1OC` in FXIIa inh shows 16
`O=C(COC(=O)c1ccc2c(c1)OCO2)Nc1ncc(Cl)cc1Cl` in Calpain2 inh shows 6
`Cc1[nH]c(=S)[nH]c(=O)c1CCC1OCCO1` in Calpain2 inh shows 1

The list continues:
SMILES	FXIa inh 1536	Thrombin inh	Rad51 HR inh	hK5 inh	Furin inhibitor	PERK inh	FXIIa inh	Calpain2 inh	KCC2 mod
COc1ccc(-c2nc3n(c(=O)c2C#N)CCS3)cc1OC	-3	-3	-8	4	-6	0.7	12	-34	-0.036
Cc1oc(-c2ccccc2Cl)[n+]([O-])c1C	-1	7	-1	-16	-10[20 µM]	0.0	-5	0	-0.5
COC(=O)c1ccc(Cn2cc(C(F)(F)F)cc([N+](=O)[O-])c2=O)cc1	-3	-9	2	0	-18	0.6	8	8	-0.035
COc1ccc(-c2nnc(-c3ccc(N)cc3)o2)cc1	-31	-12	-4	-141	-14[20 µM]	0.8	-36	-412	-0.01
O=C(Cc1n[nH]c(=O)c2ccccc12)OCc1c(Cl)cccc1Cl	3	-4	13	-1	-12	0.5	6	1	x
CC(Sc1nnnn1-c1ccccc1)C(=O)Nc1ccccc1-c1ccccc1 (stereo not drawn)	3	-3	4	-9	4	-0.3	3	18	-0.57
CCCC(=O)NC(Nc1ccc(S(=O)(=O)Nc2cc(C)on2)cc1)(C(=O)OCC)C(F)(F)F (stereo not drawn)	-8	-8	-8	1	-21	0.0	-1	5	-0.13
CN(c1cccc(NC(=O)c2ccc(N(C)S(=O)(=O)c3ccccc3)cc2)c1)S(C)(=O)=O	-6	0	11	9	-13	-1.0	7	24	0.22
COCCCNc1nc2nonc2nc1N1CCC(C(C)N2CCOCC2)CC1 (stereo not drawn)	0	-4	-60	-2	-11	0.3	10	-12	0.68
O=C(O)COCC(=O)NC1CCN(Cc2ccccc2)CC1	0	0	-22	-1	-11	0.5	3	15	-0.62
CCOC(=O)c1ccc(NC(=S)NNC(=O)C2(C)CC2(Cl)Cl)cc1 (stereo not drawn)	6	3	-5	-76	-14[20 µM]	-0.1	13	-14	-1.7
CC(C)N(CCc1ccncc1)C(=S)Nc1cccc(Cl)c1	2	1	x	x	-11	2.1	9	20	0.84
Cc1ccc(S(=O)(=O)NC(CN2CCOCC2)=NCCNS(=O)(=O)c2ccccc2)cc1	-3	-3	3	-13	-3	0.7	13	0	x
CCOC(=O)c1cnc2c(cnn2C)c1NCCCn1ccnc1	-7	0	6	-25	-28	1.9	-10	10	-0.55
CCOc1ccc2oc(C(=O)NCC(C)(C)CN(C)C)c(C)c2c1	-3	-2	-12	0	-20	1.1	6	-115	0.37
Cc1nnc(SC(C)C(=O)NCC2CCCO2)n1-c1ccccc1 (stereo not drawn)	-8	1	4	-3	-17	-0.1	15	-19	0.4
CN(C)CC(=O)N1CCc2ccccc2C1	-2	-2	13	-5	-9	0.9	5	14	-0.23
COC(=O)/C=C/C(=O)N1CCN(c2ccccc2)CC1	0	-11	-5	-20	-14	0.3	9	-9	1
CC(=O)n1cc(/C=N/NC(N)=S)c2ccccc21	1	-1	x	2	-6	-0.3	7	41	-0.79
N#CC(C#N)=Cc1ccc(-c2ccc(S(=O)(=O)N=C(N)N)cc2)o1	6	-3	-14	-8	-27	0.9	1	-73	1.5
COc1ccc(OC)c(/C=N/Nc2nncn2/N=C/c2cc(OC)ccc2OC)c1	-9	-5	15	-6	-27	0.1	-1	-37	-3
COc1ccc(C(=O)NNC(=O)c2ccccc2[N+](=O)[O-])cc1[N+](=O)[O-]	-3	-1	20	0	-18	0.0	4	-8	0.44
CCCN(CCC)CCCNC(=S)Nc1ccc2nc3n(c(=O)c2c1)CCCCC3	-3	-14	3	-18	-13	-0.4	0	-11	-0.85
CCn1c(SCc2ccc(F)cc2)nnc1-c1nn(-c2ccccc2)ccc1=O	1	-5	3	8	-2[20 µM]	0.3	9	4	-0.35
O=C(O)[C@H]1CCCC[C@H]1C(=O)Nc1cc([N+](=O)[O-])ccc1F	1	-3	7	-5	-30	1.5	-1	2	-0.4

New compounds follow:
SMILES	FXIa inh 1536	Thrombin inh	Rad51 HR inh	hK5 inh	Furin inhibitor	PERK inh	FXIIa inh	Calpain2 inh	KCC2 mod
CC(C)CN1CCC(C(=O)N2CCN(c3ccccc3F)CC2)CC1	2	-5	x	-12	-22	-0.1	4	-16	1.4
CC(C)CC(C(=O)O)N(Cc1ccccc1)Cc1ccccc1 (stereo not drawn)	5	4	-5	-3	-24[20 µM]	-0.4	17	6	-0.082
Cn1c2c(c(=O)n(C)c1=O)C(c1ccccc1Cl)C(C#N)=C(N)O2 (stereo not drawn)	0	3	-3	0	-16	-0.2	6	10	0.07
Cc1ccc(S(=O)(=O)CCC(=O)OCC(=O)Nc2cc(C)on2)cc1	-3	3	0	-9	-21	-1.0	17	11	-0.041
CN(Cc1cn[nH]c1-c1ccc2c(c1)OCO2)C1CCOCC1	-1	-13	5	1	-18	0.8	8	3	-8.2e-05
Cc1nnc(SCc2cccc([N+](=O)[O-])c2)[nH]c1=O	2	-2	-1	2	-9	0.7	12	-38	-1.1
COC(=O)c1cc(NC(=O)CC2SCCNC2=O)cc(C(=O)OC)c1 (stereo not drawn)	4	1	11	0	-13[20 µM]	0.8	-1	-2	-1.7
COc1ccc(-c2coc3cc(OC)cc(O)c3c2=O)cc1	6	3	x	-18	-10[20 µM]	2.4	21	1	0.0058
Cc1c(N=C2NC(=O)/C(=C/c3ccc(O)cc3)S2)c(=O)n(-c2ccccc2)n1C	0	0	8	-3	-1	0.2	8	7	0.37
N=C(N)SCc1nc2ccccc2c(=O)n1-c1ccccc1Cl	-2	-6	0	-17	-15[20 µM]	1.0	4	-30	0.14
Cn1c(=O)oc2cc(S(=O)(=O)N3CCC(C(=O)N4CCc5ccccc5C4)CC3)ccc21	15	9	x	12	-11	0.6	14	18	x
O=C(CN(C(=O)Cn1nnc(-c2ccccc2F)n1)c1cccc2c1CCCC2)NCc1ccccc1	-16	-4	-5	-4	-14[20 µM]	-1.4	-1	24	-1.3
COC(=O)c1nnc(-c2ccccc2)nc1OC	7	4	0	-4	-23[20 µM]	0.6	13	-17	x
COC(=O)c1cc(-c2c(C)oc3cc(OC(C)C)ccc3c2=O)c(C)o1	2	5	-1	-6	-14	-0.1	12	-10	-0.76
O=C(c1ccccc1F)N1CCC(O)(c2cccnc2)CC1	0	-1	-2	-7	-22	0.0	14	-29	0.51
CC1CCC(NC(=O)CN(C)S(=O)(=O)c2cccc3cccnc23)CC1 (stereo not drawn)	-3	-1	6	-4	-17	-1.0	13	-6	-0.35
COC(=O)c1ccccc1N(C)S(=O)(=O)c1cc2c(cc1C)OCC(=O)N2	-3	-8	4	2	-28	1.4	7	-35	-1.5
